Bioassay records as filed in PubChem.
RAD52 inh = RAD52 (human) annealing inhibition | 360,000 tested, 0.46% active | recombinant RAD52 DNA annealing, FRET fluorescence | P43351 | inhibition, % at 18.7 µM;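 active = every replicate showing at least 50% inhibition; inconclusive = mean inhibition at least 50% but not in every replicate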
Target sequence (P43351 whole entry, looked up): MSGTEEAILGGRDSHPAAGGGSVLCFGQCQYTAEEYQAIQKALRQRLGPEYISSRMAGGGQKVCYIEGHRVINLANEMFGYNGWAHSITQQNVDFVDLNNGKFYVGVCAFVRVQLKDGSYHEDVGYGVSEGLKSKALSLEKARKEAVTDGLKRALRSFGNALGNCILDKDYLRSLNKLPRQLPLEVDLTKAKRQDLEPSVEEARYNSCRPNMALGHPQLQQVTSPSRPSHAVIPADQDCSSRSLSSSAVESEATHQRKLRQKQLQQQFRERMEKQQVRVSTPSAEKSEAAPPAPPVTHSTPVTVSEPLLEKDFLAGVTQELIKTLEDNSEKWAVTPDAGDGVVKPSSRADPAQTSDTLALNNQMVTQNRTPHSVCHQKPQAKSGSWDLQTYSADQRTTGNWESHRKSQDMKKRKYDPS
CASP6 VEID inh = blocks human caspase-6 cleavage activity; AID 686996; P55212; inhibition, % at 12.5 µM; 350,000 tested, 0.53% active; purified caspase-6, Z-VEID-R110 cleavage fluorescence;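 active = mean inhibition across replicates at least about 35%, with every replicate also reaching that limit, limit read from the data; inconclusive = only one of the two criteria met; inactive = neither criterion met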;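 note: 0% = median of neutral control wells and 100% = no fluorescence left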
Target sequence (P55212 24-179 limits assumed): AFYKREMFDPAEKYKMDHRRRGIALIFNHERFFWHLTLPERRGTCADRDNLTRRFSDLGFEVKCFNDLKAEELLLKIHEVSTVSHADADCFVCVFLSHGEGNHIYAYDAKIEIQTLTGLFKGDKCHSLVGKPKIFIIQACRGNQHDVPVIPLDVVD
Target sequence (P55212 194-293 limits assumed): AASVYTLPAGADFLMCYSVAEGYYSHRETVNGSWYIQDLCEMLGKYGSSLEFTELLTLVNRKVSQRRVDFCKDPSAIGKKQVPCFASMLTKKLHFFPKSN
DENV2 CPE rescue = protects cells from dengue virus 2 cytopathic effect; 350,000 tested, 1.7% active; DENV2-infected cells, cytopathic effect rescue, plate reader; CPE inhibition, % at 9.99 µM; in the data active = CPE inhibition above about 20%, passing the limit was not always enough; inconclusive = no clear call, values can overlap the other calls; tested in BHK-21 cells;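 note: 0% = median of neutral control wells and 100% = median of positive control wells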
E-sel inducer = induces E-selectin expression in human endothelial cells; P16581; activation, % at 7.58 µM; HUVEC E-selectin immunofluorescence imaging; normalized: neutral wells 0, TNF-alpha wells 100; 260,000 tested, 0.37% active;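 active = mean E-selectin-positive cell signal at least 10% of the positive control, reached in at least 60% of replicates, without over 20% cell loss; inconclusive = no rule given, readout overlaps actives, possibly toxicity-flagged; inactive = the rest, including those meeting only one limit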;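 note: in these data hits start at about 27%; measured in HUVEC primary endothelial cells; signal is the percent of cells scored E-selectin positive by PE staining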
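material = human umbilical vein endothelial cells (HUVEC), E-selectin induction | quantity = 3,000 cells/well | medium = EGM-2 growth medium on 0.1% gelatin-coated wells | technique = immunofluorescence imaging | read-out basis = % PE-positive cells | control set = TNF-alpha positive control, DMSO neutral control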
RAD54 inh = inhibitors of human RAD54 branch migration. RAD54 Holliday junction branch migration, FAM/BHQ fluorescence. inhibition, % at 10.4 µM. 360,000 tested, 0.14% active. AID 602329;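 active = mean normalized replicate activity at least 40 and at least half of replicates scoring 40 or more; inconclusive = only one of the two criteria met; inactive = mean below 40 and under half of replicates reaching 40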;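 note: 0% = median of neutral control wells and 100% = median of positive control wells; inhibitors cause a drop in the FAM fluorescence signal; in these data hits start at about 50%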
XiGFP reactiv = activators of X-chromosome reactivation in mouse fibroblasts | XiGFP mouse fibroblasts, % GFP-positive cells imaging, 3 d; cells co-treated with 5-aza-dC sensitizer; scaled so ellipticine positive control = 100% | activation, % at 7.58 µM | 360,000 tested, 0.055% active | AID 743238;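 active = mean normalized replicate activation at least 10% and every replicate at or above 10%; inconclusive = only one of the two criteria met; inactive = mean below 10% and not all replicates reach 10%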;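 note: 0% = median of on-plate neutral control wells and 100% = ellipticine 6 µM median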
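material = 68-5-11 XiGFP fibroblast line | medium = DMEM plus 5-aza-dC sensitizer | schedule = 3 days compound exposure | benchmarks = positive control ellipticine, 6 µM final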
F508del corr = CFTR F508del correction in bronchial cells. CFBE cells, YFP halide quenching; stimulated with forskolin plus potentiator P3; % fluorescence drop versus neutral controls. AID 720511. activity (quench increase), % at 7.58 µM. 350,000 tested, 0.36% active;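 active = mean added fluorescence quench of at least 8% versus neutral control, with both replicates also reaching 8%; inconclusive = only one of the mean or replicate conditions met; inactive = mean below 8% and not both replicates reaching 8%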;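 note: cells transiently co-express mutant CFTR-F508del with the halide-sensitive YFP; corrector assay measuring rescue of mutant channel to the surface after 24 h compound exposure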
GSIS activator = primary screen for activators of insulin secretion dependent on glucose, INS-1E cells, GLuc reporter luminescence. activation, % at 16.6 µM. 370,000 tested, 0.61% active. INS-1E GLuc reporter insulin secretion, 2-3 h. AID 743287;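 active = lowest replicate activation of at least 40%, so every replicate reaches that level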;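 note: 0% = median of neutral control wells and 100% = median of IBMX positive control wells; some compounds called inactive have numbers as strong as hits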
An asterisk follows results filed as active; ? = inconclusive; · = not tested or not shown.

SMILES	RAD52 inh	CASP6 VEID inh	DENV2 CPE rescue	E-sel inducer	RAD54 inh	XiGFP reactiv	F508del corr	GSIS activator
CCN(CC)C(=O)N(CC)Cc1ccccc1	-4	-4	-4	·	·	0.2	-3.3	-6
C[C@@H]1CN([C@H](C)CO)C(=O)c2cc(NC(=O)CCCCCC(=O)Nc3ccccc3N)ccc2O[C@H]1CN(C)S(=O)(=O)c1cn(C)cn1	-3	-4	-19	0.1	·	0.2	-0.7	5
O=C(Cn1cnc2c(nnn2Cc2ccccc2)c1=O)Nc1ccc2c(c1)OCCO2	-3	3	-5	-0.2	-14	0.0	1.5	11
CNCCCNC(=O)c1ccc(/C=N/O)nc1	-16	-5	3	-0.2	·	-0.7	2.4	7
CCN(Cc1ccncc1)Cc1ccc(Br)cc1	-17	3	3	7.8	9	0.0	0.6	11
CC(OC(=O)c1ccc(OCC2CCCO2)cc1)C(=O)N(C)Cc1ccccc1 (stereo not given)	-14	2	-6	0.8	-7	-0.1	1.3	15
COC(=O)Nc1nc2ccc(C(=O)c3cccs3)cc2[nH]1	-3	1	?	-1.7	-2	1.8	-4.1	·
Cc1ccc(NC(=O)C(C)OC(=O)c2n[nH]c3ccccc23)cc1 (stereo not given)	-1	3	0	0.8	5	0.0	-2.4	-13
Cc1ccc([N+](=O)[O-])cc1NC1CC(O)C(CO)O1 (stereo not given)	-11	0	-11	-1.1	0	0.0	1.1	-8
C[C@@H]1CN([C@@H](C)CO)C(=O)c2cc(NC(=O)Nc3ccccc3)ccc2O[C@@H]1CN(C)Cc1ccc(C(F)(F)F)cc1	-25	1	-15	0.0	2	-0.2	-0.6	-16
Cc1cc2[nH]c(=O)c(=O)[nH]c2cc1S(=O)(=O)N(C)C1CCCCC1	-10	2	?	0.2	5	0.1	-1.5	-12
Cn1c(=O)c2cc(S(=O)(=O)NC(C(=O)Nc3cccc(F)c3)c3ccccc3)ccc2n(C)c1=O (stereo not given)	-148	-3	78*	-0.3	-5	0.0	0.7	-14
O=C(Nc1ccccc1N1CCCCC1)c1cccc(Cl)c1	-3	0	0	·	5	0.1	2.9	-4
COC(=O)C[C@@H]1CC[C@H]2[C@@H](COc3ccc(NC(=O)c4cnccn4)cc3C(=O)N2C)O1	-3	0	-10	0.0	3	0.2	1.6	-1
C[C@@H]1CN([C@H](C)CO)C(=O)Cc2cc(NS(=O)(=O)c3cn(C)cn3)ccc2O[C@@H]1CN(C)C(=O)NC1CCCCC1	·	·	15	8.5	-2	-0.8	-0.3	2
COCC(=O)N1C[C@@H](C)[C@H](OC)CN(C)C(=O)c2cc(NC(=O)c3ccc(F)cc3)ccc2OC[C@@H]1C	-5	2	?	-0.1	-2	0.0	-0.6	-8
COc1cccc(-c2cccc(NC(=O)C3CCN(Cc4nccs4)CC3)c2)c1	-21	-1	2	·	-2	0.1	-1.4	-10
O=C(CSc1nnc(-c2cccnc2)o1)Nc1ccccc1F	-12	0	6	-0.1	5	0.0	1.7	19
O=C(NC[C@H]1CC[C@@H]2[C@@H](CN2Cc2ccccc2F)O1)C1CC1	-3	0	-2	·	·	·	0.5	·
Cc1ccc(S(=O)(=O)Nc2ccc3c(c2)C(=O)N([C@H](C)CO)C[C@H](C)[C@H](CN(C)C(=O)Cc2ccccc2)OCCCC[C@H](C)O3)cc1	7	1	-4	·	-4	0.3	0.8	-31
O=C(C[C@H]1CC[C@@H](NC(=O)Nc2ccccc2F)[C@@H](CO)O1)NCc1ccc(Cl)cc1	-2	-2	-3	0.3	-11	-0.1	0.5	-28
CCCc1nc(NC2CCCCC2)c(C#N)c2c1COC(C)(C)C2	-5	3	-4	·	-4	·	·	30
CCC[C@H]1CN(c2ccccc2)C(=O)[C@@H]1CC(=O)Nc1ccc(Br)cc1	-8	0	-12	0.1	·	0.3	2.7	-25
CSc1ccc(/C=N/n2c(C)nnc2C)cc1	-6	-6	-2	·	4	0.2	1.5	-7
O=C(Nc1cc(-c2nc3ncccc3o2)ccc1Cl)c1ccco1	-16	3	-3	-0.1	-13	0.1	1.3	5

The results go on:
SMILES	RAD52 inh	CASP6 VEID inh	DENV2 CPE rescue	E-sel inducer	RAD54 inh	XiGFP reactiv	F508del corr	GSIS activator
CC(=O)N(C)C[C@H]1Oc2ncc(C#Cc3ccncc3)cc2C(=O)N([C@@H](C)CO)C[C@@H]1C	-12	5	1	1.5	2	0.4	-0.5	7
COc1ccccc1CCC(=O)Nc1ccc2c(c1)c(=O)n(C)n2-c1cccs1	-11	3	?	1.5	4	0.9	4.7	-1
COc1ccc(S(=O)(=O)NNC(=O)Cc2csc(C)n2)cc1[N+](=O)[O-]	-1	56*	6	·	-9	0.3	-1.1	22
C[C@@H]1CN([C@H](C)CO)C(=O)Cc2cc(NC(=O)Nc3cccc4ccccc34)ccc2O[C@@H]1CN(C)Cc1ccc(-c2ccccc2)cc1	5	-2	15	2.8	3	0.0	3.5	17
Fc1ccc(C(c2nnnn2C2CCCCC2)N2CCCC2)cc1 (stereo not given)	-13	0	4	-0.2	2	1.0	-0.6	10
CN(C)Cc1c(O)ccc2c(=O)c(-c3ccccc3Cl)c(C(F)(F)F)oc12	-14	1	-3	·	5	0.0	-6.4	6
CCOc1ccccc1NC(=S)N1CCN(c2cccc(C)c2C)CC1	-23	-1	-5	·	-1	0.2	3.1	-13
COc1cc(OC)cc(C(=O)NCC(=O)NC(C)CCc2ccccc2)c1 (stereo not given)	-4	0	3	·	0	0.2	-0.9	3
COc1cccc(S(=O)(=O)NC2CCN(C#N)C2)c1 (stereo not given)	-13	1	8	0.9	-4	-0.3	-0.6	-5
COC(=O)c1cc(NS(=O)(=O)c2ccc(N3CCCCCC3)c([N+](=O)[O-])c2)cc(C(=O)OC)c1	-3	-3	·	·	-4	·	·	-18
Cc1ccccc1-c1nnn(CC(=O)N(C)CC(=O)Nc2ccccc2C(F)(F)F)n1	-5	0	15	-0.2	-12	0.2	-1.5	-9
COc1cc(OC)cc(C(=O)Nc2ccccc2-c2nnn(CC(=O)Nc3cc(C)on3)n2)c1	-3	-3	-4	0.0	-6	-0.1	2.8	9
C[C@@H]1CN([C@@H](C)CO)C(=O)c2cccc(NC(=O)C3CCCCC3)c2O[C@H]1CN(C)Cc1ccc(C(=O)Nc2ccccc2N)cc1	7	4	7	0.2	-9	-0.2	-0.2	-18
COc1ccccc1NC(=O)N[C@H]1C=C[C@H](CC(=O)N[C@@H](C)c2ccccc2)O[C@H]1CO	14	6	4	0.1	·	0.0	1.8	14
O=C(Nc1nnc(-c2ccccc2)s1)c1ccc(F)cc1	-11	6	·	·	4	0.1	-2.2	10
COc1ccc2oc(C(=O)OCC(=O)N3CC(C)OC(C)C3)c(C)c2c1 (stereo not given)	-9	31	-11	0.6	-3	0.2	1.4	9
O=S(=O)(c1ccc(Cl)cc1Cl)n1ccc2cccnc21	-11	-3	-1	-0.7	5	0.0	0.5	-3
Cc1ccc(CSc2nnc3ccc(-c4ccncc4)nn23)cc1	-7	10	4	1.0	-4	0.8	-5.6	12
COc1ccc(NC(=O)c2cc(F)cc(F)c2)cc1S(=O)(=O)N1CCCCC1	-24	-1	6	-0.1	-9	0.0	-0.9	·
Cc1cc(F)ccc1S(=O)(=O)NCC(c1cccnc1)N1CCc2ccccc21 (stereo not given)	-26	-2	0	·	0	0.2	3.2	-16
COc1ccc(-c2cc(-c3cc(F)ccc3O)[nH]n2)cc1OC	-2	2	2	·	-2	·	0.0	-36
CCCCN(C)CCNC(=S)Nc1ccc2nc(N3CCN(CC)CC3)cc(C)c2c1	95*	-77	2	0.1	81*	0.1	-2.0	0
CC(=O)N[C@H]1CC[C@H](CCNC(=O)C2CCCCC2)O[C@H]1CO	2	12	3	-0.1	·	2.4	0.1	8
Cc1ccc(Cl)cc1N1CCN(C(=O)c2ccc3c(c2)CCN3S(C)(=O)=O)CC1	-9	0	15	·	-3	0.2	0.1	-13
C[C@@H]1CN([C@H](C)CO)C(=O)c2cc(NC(=O)NC3CCCCC3)ccc2O[C@@H]1CN(C)S(=O)(=O)c1ccc(Cl)cc1	-14	1	-7	11	0	0.0	1.0	-5

The list goes on:
SMILES	RAD52 inh	CASP6 VEID inh	DENV2 CPE rescue	E-sel inducer	RAD54 inh	XiGFP reactiv	F508del corr	GSIS activator
O=C(CNc1ccccc1Cl)N/N=C1\CCCc2ccccc21	-2	0	-2	0.8	·	0.6	-0.2	-14
O=S(=O)(O)c1cccc(N=Nc2c(O)ccc3ccccc23)c1	-11	9	-3	0.3	3	-0.1	0.3	-23
Cc1ccc(C)c(-n2nnnc2SCC(=O)c2c(N)n(C)c(=O)n(C)c2=O)c1	2	0	3	3.8	·	0.0	-3.7	-4
CN1C(=O)c2cc(NC(=O)C3CCOCC3)ccc2OC[C@@H]2O[C@H](CC(=O)O)CC[C@H]21	12	8	-8	-0.1	4	0.4	5.4	0
C[C@@H]1CN([C@H](C)CO)C(=O)Cc2cc(NC(=O)CCCCCC(=O)Nc3ccccc3N)ccc2O[C@H]1CN(C)S(=O)(=O)c1cccs1	·	·	?	-0.1	3	0.2	0.8	-2
C[C@@H]1CCCCO[C@@H](CN(C)Cc2ccccc2)[C@@H](C)CN([C@H](C)CO)C(=O)c2cc(NS(C)(=O)=O)ccc2O1	·	·	·	0.0	·	-0.7	0.1	36
CC(C)c1cn(CC[C@@H]2CC[C@H](NS(=O)(=O)Cc3ccccc3)[C@H](CO)O2)nn1	-21	-2	?	-0.2	-4	0.0	-1.4	-6
CCCCNC(=S)N(CCO)Cc1cc2cc3c(cc2[nH]c1=O)OCCO3	-62	9	1	·	3	0.1	-0.2	1
COc1ccc(CNC(=O)c2sc(=O)n(Cc3cc(C(C)=O)ccc3OC)c2C)cc1	-15	-2	1	·	-1	0.0	0.6	-19
CCS(=O)(=O)N1CCC2(CC1)OCCN2S(=O)(=O)c1ccccc1	0	-2	39*	-0.3	-6	0.0	-0.1	·
O=C(NC1CCCC1)C(=O)c1c[nH]c2ccccc12	5	1	7	-0.1	-5	0.2	5.7	4
C[C@@H]1CN([C@@H](C)CO)C(=O)Cc2cc(NS(=O)(=O)c3cn(C)cn3)ccc2O[C@H]1CN(C)Cc1ccc(-c2ccccc2)cc1	37	0	26*	-0.4	·	-0.8	0.0	-36
COCCNc1oc(/C=C/c2ccccc2OC)nc1S(=O)(=O)c1ccccc1	-15	-4	4	·	10	0.2	-5.1	29
CO[C@H]1CN(C)C(=O)c2ccc(NC(=O)C3CC3)cc2OC[C@@H](C)N(CCC(F)(F)F)C[C@@H]1C	7	6	14	-0.2	-9	-0.4	1.9	-7
CCCC(=O)Nc1ccc2c(c1)C(=O)N(C)C[C@H](OC)[C@H](C)CN(C(=O)c1ccncc1)[C@H](C)CO2	1	0	7	0.7	-8	-0.1	0.7	13
CCN1C(=O)/C(=C\C=C\c2ccccc2[N+](=O)[O-])SC1=S	-14	·	-5	4.7	·	0.0	-2.4	13
CN1N=C(c2ccc(F)c(F)c2)CSC1=NCc1ccccc1	0	-1	10	·	·	0.0	2.0	1
